# Bioassay records from PubChem BioAssay.
# Phagocyt inh: inhibitors of macrophage phagocytosis, primary screen, imaging, J774A.1 cells, IgG beads; J774A.1 macrophage IgG-bead phagocytosis; inhibition, % at 5 µM; 110,000 tested, 0.07% active; AID 1029, 2008;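 active = inhibition above the mean of the plate negative controls plus 5 SD, cut at about 13% in these data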;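 note: phagocytic index as fraction of beads internalized from green versus red external bead signal; plate controls were DMSO negative control for no effect and cytochalasin-D positive control for full effect; some results beyond the cut were filed as inactive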
# HCT116 PTEN-null: growth suppression of PTEN-null HCT116, primary screen, cell-based, CellTiter-Glo; HCT116 PTEN-null viability, 60 h; hits give low values; viability, % at 10 µM; 140,000 tested, 1.2% active; AID 827, 2007;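 active = viability at or below a set limit, 4 SD under the median of all tested compounds, cut at about 3.7% in these data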;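 note: PTEN knockout HCT116 line with beta catenin targeted HCT116 as companion control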
# E-sel TNF inh: E-selectin induction blockers in HUVEC – imaging, immunofluorescence, high content, primary screen; HUVEC TNFa-induced E-selectin immunofluorescence; inhibition, % at 2 µM; 120,000 tested, 0.71% active;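 active = inhibition above the batch mean plus 3 SD, and confirmed as a hit on visual image review, cut at about 43% in these data; inconclusive = passes the inhibition cutoff but fails visual image review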;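 note: 0% = TNF-stimulated DMSO wells and 100% = unstimulated control wells; not every result past the cut was called active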
# GALR2 blocker: GALR2 antagonists in receptor-expressing cells, primary screen. Galanin receptor type 2 (Homo sapiens), O43603. antagonist mode. inhibition, % at 4 µM. 140,000 tested, 0.39% active. AID 828, 2007; in the data active = inhibition above about 27%;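 note: cells stimulated with galanin 1-16 at roughly its EC80; 0% = agonist challenge control and 100% = basal control without agonist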
# Target sequence (O43603 whole entry, looked up): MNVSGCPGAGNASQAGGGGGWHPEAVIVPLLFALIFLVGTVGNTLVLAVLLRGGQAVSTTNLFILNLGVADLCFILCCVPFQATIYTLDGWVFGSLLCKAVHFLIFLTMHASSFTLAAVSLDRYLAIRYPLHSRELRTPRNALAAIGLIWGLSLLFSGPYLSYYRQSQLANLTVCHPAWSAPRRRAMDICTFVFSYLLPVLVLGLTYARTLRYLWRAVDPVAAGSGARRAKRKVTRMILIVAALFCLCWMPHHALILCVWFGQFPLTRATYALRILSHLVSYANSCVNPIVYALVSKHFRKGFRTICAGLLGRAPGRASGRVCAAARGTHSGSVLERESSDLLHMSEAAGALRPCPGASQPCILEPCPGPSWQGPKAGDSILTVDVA
# MRP-1 activ: H69AR viability gain despite doxorubicin, primary screen, MRP-1 activator project, H69AR cells, CellTiter-Glo. viability rescue. viability increase, % at 10 µM. 140,000 tested, 0.61% active;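 active = viability gain under doxorubicin at or above a set limit, the compound median plus 3 SD, cut at about 4.7% in these data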;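 note: MRP-1 overexpressing cells given doxorubicin 25 µM after compound pretreatment; 18-22 h compound pretreatment then 72 h with doxorubicin before readout; 0% = doxorubicin-only wells and 100% = vehicle-treated cells without doxorubicin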
# Yeast growth inh: growth inhibitors of yeast BB579 in restrictive medium, primary screen, yeast lifespan-shortening project, S. cerevisiae; inhibition, % at 10 µM; 140,000 tested, 0.51% active; OD615, 48 h; AID 804, 2007;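 active = inhibition above a set limit, 3 SD over the mean compound inhibition, cut at about 44% in these data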; note: inactives centre near -24
#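 System: Saccharomyces cerevisiae DeaD strain BB579, replicative lifespan model yeast | Buffer or medium: Restrictive glucose-based CSMM-D medium | Times: 4 h preincubation and 48 h exposure at 30 °C | Detection: OD615 turbidity measurement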
# NPY Y2 blocker: NPY-Y2 receptor antagonists, primary screen, cell-based; Neuropeptide Y receptor type 2 (Homo sapiens), P49146; NPY-Y2 expressing cells, antagonist mode; inhibition, % at 2.7 µM; 140,000 tested, 0.99% active; in the data active = inhibition above about 17%;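 note: 0% = vehicle with agonist challenge and 100% = reference antagonist with challenge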
# Target sequence (P49146 whole entry, looked up): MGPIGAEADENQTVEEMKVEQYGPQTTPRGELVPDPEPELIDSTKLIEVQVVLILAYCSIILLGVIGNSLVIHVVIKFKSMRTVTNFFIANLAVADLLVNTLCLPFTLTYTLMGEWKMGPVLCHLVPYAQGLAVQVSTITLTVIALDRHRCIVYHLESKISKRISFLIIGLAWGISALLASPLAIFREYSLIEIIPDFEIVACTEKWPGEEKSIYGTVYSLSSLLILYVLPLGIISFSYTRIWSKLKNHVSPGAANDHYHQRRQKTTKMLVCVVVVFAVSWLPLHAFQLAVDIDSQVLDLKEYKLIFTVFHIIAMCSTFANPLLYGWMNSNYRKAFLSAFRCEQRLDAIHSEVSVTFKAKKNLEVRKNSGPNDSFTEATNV
# Yeast life ext: compounds extending yeast replicative lifespan, primary screen, S. cerevisiae, OD615; AID 775, 2007; S. cerevisiae growth with nicotinamide; deaD strain in restrictive glucose medium; inhibition of the nicotinamide effect, % at 10 µM; 130,000 tested, 0.68% active;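 active = inhibition above a set limit, placed 3 SD over the median of all compounds, cut at about 26% in these data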;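 note: 0% = nicotinamide-treated wells and 100% = cells grown without nicotinamide; some compounds called inactive have numbers as strong as hits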
#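 Buffer or medium: CSMM-D glucose medium, restrictive; test system: modified budding yeast, DeaD strain; compound: single dose 10 µM compound, 0.25% DMSO; schedule: culture preincubation 4 h, compound exposure 48 h, both 30 °C; detection: optical density (absorbance) at 615 nm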
# Measles CPE: compounds protecting cells from measles virus cytopathic effect, primary screen, measles RdRp inhibitor project, single point, MLSMR library, absorbance; 140,000 tested, 1.5% active; protection (pct of control), % at 4 µM; AID 841, 2007; Measles virus-infected cells, CPE protection; in the data active = protection mostly above about 24%, no sharp cut-off; inactive = mostly below about 26%; note: some compounds called inactive have numbers as strong as hits
# bCat KO growth: primary screen for growth suppressors in beta-catenin knockout HCT116 cells (colon tumor, human) | HCT116 beta-catenin knockout viability, CellTiter-Glo, 60 h; hits give low values | viability, % at 10 µM | 140,000 tested, 1.5% active;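 active = viability at or under a set limit, the compound median less 4 SD, cut at about 6% in these data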;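 note: 0% = Hyamine 1622 control at 20 µM and 100% = untreated cell control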
# The depositor's hits bear a star; ? = inconclusive; . = not tested or not shown. Random draw from the library (roughly 6.1% active in at least one column).
SMILES,Phagocyt inh,HCT116 PTEN-null,E-sel TNF inh,GALR2 blocker,MRP-1 activ,Yeast growth inh,NPY Y2 blocker,Yeast life ext,Measles CPE,bCat KO growth
CCCCNC(=O)c1onc(CSc2cccc(OCC)c2)c1C(=O)O,-2,92,-37,4,-1.7,-19,16,-8,6,90
O=C(COC(=O)/C=C/c1ccc(Cl)cc1)NCCC1=CCCCC1,4,100,-11,7,-1.1,-24,10,0,4,94
CSc1nc(C)cc(OCC(=O)N2CCOCC2)n1,8,97,-30,1,-0.8,-37,0,-4,2,98
O=C(CCCCCNC(=O)c1ccccc1)N/N=C/c1ccc(O)cc1O,-8,95,.,-13,1.4,-13,2,9,19,91
O=C(CCN1CCCCCC1)Nc1ccc(F)c(F)c1,0,81,.,0,-0.6,-37,2,-4,14,86
COc1cccc(C(=O)Oc2cccc(N3C(=O)C4C5CC(C(Br)C5Br)C4C3=O)c2)c1 (centres undefined),-1,87,-3,-5,-1.7,-10,1,-11,5,99
CC(=O)c1ccc(Cc2ncc(C(F)(F)F)cc2Cl)s1,0,93,-19,1,1.1,-31,1,-8,3,103
CCOC(=O)N1CCC(NC(=O)COc2cc(=O)n(C)c3ccccc23)CC1,0,103,2,6,-0.4,-7,1,-6,2,105
CSc1nc(-c2ccco2)nn1C(=O)c1ccco1,0,117,-23,2,-0.3,-6,-1,-8,29,100
Cc1cc(NCCCN2CCOCC2)n2ncc(-c3ccc(Cl)cc3)c2n1,-1,66,.,5,-7.2,-25,2,-31,5,64
O=C(CSc1nc2ccccc2s1)N1N=C(c2cccs2)CC1c1ccc(F)cc1 (centres undefined),-8,57,.,-2,-2.1,-33,3,8,10,61
COc1cc(-c2ccc(NC(=O)CN3CCC(C)CC3)c(OC)c2)ccc1NC(=O)CN1CCC(C)CC1,0,76,-43,-10,-2.0,-12,3,-20,3,78
COC(=O)CNC(=O)c1cn(CC(C)C)c(=O)c2cc(OC)c(OC)cc12,-4,101,.,0,0.3,9,1,-2,22,92
Cc1c(C(=O)NCCCN2CCCC2=O)oc2ccccc12,-5,89,3,-2,-1.6,-16,1,-9,5,82
CCn1c(=O)n(CC)c2cc([N+](=O)[O-])ccc21,.,101,-11,-15,-2.5,-24,0,-7,2,98
CCc1ccc(N(CC(=O)Nc2sc3c(c2C(=O)OC)CCCC3)S(C)(=O)=O)cc1,-4,62,4,-2,-2.8,-21,-2,5,19,61
O=C(Nc1cc(S(=O)(=O)N2CCCC2)ccc1OCC(F)(F)F)c1ccc(F)cc1,4,93,.,0,-1.4,-26,6,7,4,95
O=C(CSc1nc2ccccc2[nH]1)NC1CCCc2ccccc21 (centres undefined),-6,78,16,7,-1.0,-24,5,0,11,87
NC(=O)c1cccnc1Nc1cccc(F)c1,-4,98,.,2,0.1,-4,1,-5,5,91
CCOC(=O)C1CCN(C(=O)CCNC(=O)Cn2ccc3ccccc3c2=O)CC1,0,98,.,-2,-2.2,-7,1,-5,17,99
Cc1ccnc(SCCn2c(N3CCCCC3)nc3c2c(=O)[nH]c(=O)n3C)n1,0,106,.,7,-0.4,-60,2,-2,6,93
COc1ccc(-c2nc(CSCC(=O)N3CCN(C(=O)c4ccco4)CC3)c(C)o2)cc1OC,0,97,.,-7,-0.8,15,-1,-8,4,91
c1ccc2[nH]c(CN3CCCCC3)nc2c1,1,107,-28,5,-0.2,26,1,1,7,92
Cc1ccc(NC(=O)C(Nc2ccccc2)c2ccccc2)cc1 (centres undefined),-7,69,.,0,-2.4,-48,4,-3,11,85
CN(C)c1ncc(S(=O)(=O)c2ccc(Cl)cc2)c(-c2ccc(Cl)cc2Cl)n1,.,50,23,-1,-1.1,-18,4,-5,11,68
# Continued.
SMILES,Phagocyt inh,HCT116 PTEN-null,E-sel TNF inh,GALR2 blocker,MRP-1 activ,Yeast growth inh,NPY Y2 blocker,Yeast life ext,Measles CPE,bCat KO growth
COc1ccc(CSc2nncn2N)cc1Br,-1,107,.,7,0.3,-27,2,-4,12,102
CCc1nnc(NC(=O)CCC(=O)N2CCN(Cc3cc(F)ccc3OC)CC2)s1,-3,98,11,-5,-2.9,-26,-2,-4,9,99
CCCCOCCCNC(=O)c1ccc(NC(C)=O)cc1,-2,94,6,-16,-2.1,-21,0,-5,8,96
CCc1ccc(OCC2c3cc(OC)c(OC)cc3CCN2C(=S)NCCOC)cc1 (centres undefined),.,75,5,2,-1.2,13,7,-5,2,80
COc1ccc(S(=O)(=O)N2CCN(C(=O)c3ccco3)CC2)cc1OC,1,97,5,13,0.0,20,0,-12,57*,93
COc1ccccc1N1CCN(S(C)(=O)=O)CC1,0,104,18,8,-0.1,-12,2,-6,6,95
CCOC(=O)c1oc2cccc(OC(C)=O)c2c1C,0,92,12,4,-3.4,-26,2,-8,16,102
COc1ccccc1/C=C/C(=O)N1CCCC1,-2,92,.,4,0.1,1,0,-4,3,90
CSc1ccc(Cl)c(C(=O)Nc2ccc(OCC(N)=O)cc2)c1,4,108,-53,11,-0.3,-34,-2,-2,4,102
COC(=O)c1ccccc1NC(=O)CN1CCN(C(=O)c2ccco2)CC1,-1,88,-20,-20,-5.0,-38,6,-4,5,96
O=C(COC(=O)/C=C/c1cccc(Cl)c1)NCCc1ccccc1,-3,101,32,1,-1.7,-17,10,-2,4,88
c1ccc(SSc2ccccc2)cc1,.,70,.,14,-3.3,3,0,28*,77,87
COc1ccc2cc(CCNC(=O)c3cccs3)c(=O)[nH]c2c1,.,108,1,10,-0.4,-24,0,3,2,103
O=C(c1ccco1)N1CCN(C(=O)c2ccc(COc3ccc4c(c3)CCC4)o2)CC1,1,52,-11,4,-1.6,-74,6,-15,4,56
Cc1cc(C)c(Cc2c(C)nc3c(C(=O)NCc4ccco4)cnn3c2C)c(C)c1,-1,46,-26,-3,-5.0,-34,10,16,38,33
CCOC(=O)N1CCN(CC(=O)N2c3ccccc3CC2C)CC1 (centres undefined),0,98,.,-4,-2.8,-23,5,3,4,99
N/C(=N\OC(=O)CCC1CCCC1)c1cccnc1,-5,96,-5,7,0.9,5,3,-6,21,100
O=C(C1CCC1)N1CCc2cc(S(=O)(=O)NCc3cccnc3)ccc21,.,58,12,16,0.4,-21,2,-7,11,74
NC1=NC(=O)/C(=C\C=C\c2ccccc2)S1,-3,87,.,-10,-0.9,-26,2,2,31,89
Cc1ccc(C)c(NC(=O)C(Sc2nc3ccc(C)cc3[nH]2)c2ccccc2)c1 (centres undefined),-8,55,.,2,-4.8,-29,5,-1,8,28
CCN1CCN(c2cc(C)c3cc(NC(=O)Cc4ccc(OC)c(OC)c4)ccc3n2)CC1,0,78,-9,10,-3.2,-5,4,-9,5,96
CCCCCOC(=O)c1[nH]c2c(c1C)C(=O)C(C(=O)OC)C(C)C2 (centres undefined),0,41,8,-3,3.8,-28,16,-12,7,19
CC(=O)NC1(c2ccccc2)CCN(c2nc(C)cc(C)n2)CC1,-1,100,-3,15,-1.1,-66,49*,-16,6,98
Cc1nc2ccccc2nc(C)c1=NOCc1ccccc1Cl,-6,85,.,15,-0.9,-13,3,15,9,83
O=C1C=CC(=O)N1CCCCCCN1C(=O)C=CC1=O,5,92,57,86*,4.3,-22,6,7,0,88
# The list goes on.
SMILES,Phagocyt inh,HCT116 PTEN-null,E-sel TNF inh,GALR2 blocker,MRP-1 activ,Yeast growth inh,NPY Y2 blocker,Yeast life ext,Measles CPE,bCat KO growth
O=C(Nc1ccccc1C(=O)N1CCCCCC1)c1cccc(S(=O)(=O)N2CCOCC2)c1,-2,99,1,7,-1.3,-29,-1,-12,5,88
CC(=O)Cc1nsc(NC(=O)c2ccccc2)n1,-1,108,10,-3,-2.4,-19,-1,-10,11,98
CCN1CCN(Cc2oc(CO)cc(=O)c2O)CC1,0,110,.,5,0.6,-16,1,-8,10,96
COc1ccc(C2NC(=S)N3C(c4ccc(OC)cc4)NC(=S)N23)cc1 (centres undefined),2,115,-3,2,0.6,-23,1,-9,15,103
CCOC(=O)c1ccccc1NC(=O)c1c(F)c(F)c(F)c(F)c1F,0,15,-12,2,-6.2,-24,14,-11,1,18
Cc1ccc(S(=O)(=O)N2CCN(C)CC2)cc1-c1nnc2c3ccccc3c(C)nn12,-1,97,.,13,-4.2,-9,40*,-1,21,78
COc1ccc(NC(=O)c2cccnc2Cl)c(S(=O)(=O)N2CCOCC2)c1,-2,95,?,-13,-2.4,-61,2,-4,20,102
CC1CCCN(c2nc3ccccc3nc2C(C#N)S(=O)(=O)c2cccs2)C1 (centres undefined),.,97,13,-1,0.2,-68,12,3,2,101
CC1(C)N(OCc2ccccc2)C(=O)C(=O)N(OCc2ccccc2)C1(C)C,-1,88,2,-6,-1.7,-22,0,-3,5,96
COc1ccc(-c2cc(C)nc(SCC(=O)c3cccc([N+](=O)[O-])c3)n2)cc1,.,81,-25,1,-0.6,-31,4,-11,7,84
CCOC(=O)CCc1c(C)nc2cc(-c3ccc(Cl)cc3)[nH]n2c1=O,-1,79,-4,8,-1.4,-3,-4,-20,17,84
COC(=O)C1=CO[C@@H](OC2OC(CO)C(O)C(O)C2O)[C@@H]2C(CO)=CC[C@H]12 (some centres undefined),.,103,-12,-14,0.8,-12,1,1,30,96
O=C(CC1Oc2ccc(Cl)cc2NC1=O)NC1CCCCCC1 (centres undefined),0,98,.,9,-0.1,-1,1,-2,1,98
CCCc1nnc(SCc2ccc(OCC)cc2)n1N,2,104,21,-8,1.2,-41,1,-14,18,97
COc1ccc(N2C(=O)CCC(C(=O)NCc3cccnc3)C2c2ccc(OC)c(OC)c2)cc1 (centres undefined),2,78,1,0,-1.0,-42,3,-10,13,90
CCOC(=O)c1sc(/N=C/c2c(O)ccc3ccccc23)cc1C,-8,101,.,4,-2.1,-30,4,12,0,89
COC(CNC(=O)c1ccc(N2CCCC2=O)cc1)OC,-1,100,-7,-5,0.6,-65,3,-3,4,99
COC(=O)CSc1nnc(CNc2ccc(Cl)cc2)n1Cc1ccccc1,-2,101,.,-1,-0.1,-22,-1,-2,7,93
Cc1ccc(C(=O)Nc2cnc3ccccn3c2=O)cc1,-1,98,15,-2,0.1,3,0,-14,22,100
Cc1noc(C)c1S(=O)(=O)N(CC(=O)N1CCCCCC1)c1ccc(C(C)C)cc1,0,77,.,-3,-0.9,-28,9,-3,32,67
c1ccc(C(c2nnnn2C2CCCCC2)N2CCc3ccccc3C2)nc1 (centres undefined),.,92,11,-3,-3.5,-13,2,-17,4,84

# GALR2 blocker, what is marked active above
canonical_smiles,Phagocyt inh,E-sel TNF inh,GALR2 blocker,NPY Y2 blocker,Yeast life ext,Measles CPE
O=C1C=CC(=O)N1CCCCCCN1C(=O)C=CC1=O,5,57,86*,6,7,0
